DAX1 inh-1 – DAX1 (NR0B1) inhibitors, primary screen, cell-based, HEK293, Gal4-DAX1, luciferase luminescence | Nuclear receptor subfamily 0 group B member 1 (Homo sapiens), P51843 | HEK293 Gal4-DAX1 luciferase reporter | inhibition, % at 6.75 µM | 0.99% of 340,000 active | AID 504766, 2011;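 active means inhibition above the mean over all tested compounds plus 3 SD, cut at about 4.2% in these data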;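 further: 0% = DAX1-transfected cells with DMSO and 100% = empty-vector control cells with DMSO; inhibition shows as a rise in luminescence from relieved DAX1 repression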
Target sequence (P51843 207-470 limits assumed): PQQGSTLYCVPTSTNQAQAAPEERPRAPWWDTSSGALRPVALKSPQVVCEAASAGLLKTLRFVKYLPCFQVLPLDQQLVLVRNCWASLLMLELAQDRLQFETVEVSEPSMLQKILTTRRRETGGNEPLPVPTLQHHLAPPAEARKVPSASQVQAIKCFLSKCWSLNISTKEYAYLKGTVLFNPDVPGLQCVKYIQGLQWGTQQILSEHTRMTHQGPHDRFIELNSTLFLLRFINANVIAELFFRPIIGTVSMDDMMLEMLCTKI
SMARCA2 activ – SMARCA2 (BRM) function activators, primary screen, cell-based, luminescence, high throughput | MG213 cells, MMTV-luciferase reporter, dexamethasone, overnight | activation, % at 9.1 µM | 1% of 370,000 active | AID 652017, 2013; in the data active means activation above about 7.8%;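 further: 0% = vehicle wells and 100% = reference activator wells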
FXN GAA850 act – FXN promoter activators, primary screen, cell-based, luciferase luminescence, HEK293 lucGAA850; activation, % at 6 µM; HEK293 lucGAA850 FXN promoter luciferase reporter, 24 h; percent of 10 µM SAHA response; 0.56% of 360,000 active;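 active means activation above the average of all compounds screened plus 3 SD, cutoff fixed separately per campaign, cut at about 7.5% in these data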;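 further: 0% = DMSO wells and 100% = 10 µM SAHA wells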
NPR1 activator – GC-A stimulated cGMP production enhancers – HEK293 GC-A cells, cGMP TR-FRET, EC30 ANP, primary screen; Atrial natriuretic peptide receptor 1 (Homo sapiens), P16066; 0% at EC30 ANP, 100% saturating ANP; activation, % at 10 µM; 0.14% of 370,000 active; in the data active means activation above about 40%
ssDAF12 agonist – S. stercoralis DAF-12 nuclear receptor activators, primary screen, cell-based, luminescence, HEK293, GRIP1 co-expression, lit1-tk-luc. Nuclear hormone receptor DAF-12 (Strongyloides stercoralis). HEK293 ssDAF-12/GRIP1 lit1-tk-luc reporter; % of 3 µM dafachronic acid response. activation, % at 6.8 µM. 1% of 370,000 active. AID 652126, 2013;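 active means activation above the mean over all tested compounds plus 3 SD, cut at about 0.9% in these data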;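 further: 0% = DMSO-only wells and 100% = 3 µM delta7-dafachronic acid wells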
hcDAF12 agonist – H. contortus DAF-12 nuclear receptor activators, primary screen, cell-based, luminescence, HEK293, lit1-tk-luc reporter. HEK293 hcDAF-12 lit1-tk-luc reporter; 0% DMSO, 100% Δ7-dafachronic acid. activation, % at 6.8 µM. 1.4% of 370,000 active;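 active means activation above the mean of all tested compounds plus 3 SD, cut at about 5.5% in these data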;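 further: 100% = response to 3 µM Δ7-dafachronic acid high control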
HGIII-sPLA2 inh – human group III sPLA2 inhibitors, primary screen, biochemical, QFRET, BODIPY PC-A2 liposome substrate. Group 3 secretory phospholipase A2 (Homo sapiens), Q9NZ20. QFRET BODIPY PC-A2 liposome hydrolysis, fluorescence. inhibition, % at 12.2 µM. 0.56% of 370,000 active;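 active means inhibition above mean plus 3 SD of compounds lying within the high and low control bounds, cut at about 19% in these data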;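 further: 0% = median of test compound wells and 100% = no enzyme DMSO wells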
Target sequence (Q9NZ20 whole entry, looked up): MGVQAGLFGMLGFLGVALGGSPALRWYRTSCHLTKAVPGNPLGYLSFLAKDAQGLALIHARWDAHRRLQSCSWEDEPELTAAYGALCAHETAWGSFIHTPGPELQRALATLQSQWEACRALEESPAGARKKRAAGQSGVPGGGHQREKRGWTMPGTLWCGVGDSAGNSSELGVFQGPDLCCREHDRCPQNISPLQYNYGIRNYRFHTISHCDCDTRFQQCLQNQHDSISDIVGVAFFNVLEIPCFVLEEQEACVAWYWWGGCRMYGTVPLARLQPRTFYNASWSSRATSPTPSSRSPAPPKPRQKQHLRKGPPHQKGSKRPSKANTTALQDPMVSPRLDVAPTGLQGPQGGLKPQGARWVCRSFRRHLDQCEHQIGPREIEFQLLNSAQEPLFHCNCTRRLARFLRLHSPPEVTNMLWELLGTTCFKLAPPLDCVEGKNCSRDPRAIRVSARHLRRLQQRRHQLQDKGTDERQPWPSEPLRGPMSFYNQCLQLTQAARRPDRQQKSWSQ
NPR2 activator – human GC-B receptor activators, primary screen, HEK293 GC-B cells, cGMP TR-FRET, EC30 CNP | Atrial natriuretic peptide receptor 2 (Homo sapiens), P20594 | 0% at EC30 CNP, 100% saturating CNP | activation, % at 10 µM | 0.11% of 370,000 active;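 active means activation at 10 µM reaching about 35% in either raw or pattern-adjusted values, limit read from the data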
ADAM10 inh – human ADAM10 inhibitors, primary screen, biochemical, QFRET, HTS. inhibition, % at 7 µM. recombinant ADAM10, EDANS/DABCYL FRET peptide cleavage, 3 h. Disintegrin and metalloproteinase domain-containing protein 10 (Homo sapiens), O14672. 0.62% of 370,000 active;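 active means inhibition above a per-campaign cutoff equal to the mean of compounds falling between control-based bounds plus 3 SD, cut at about 20% in these data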;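 further: 0% = DMSO wells while the 100% control is not disclosed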
hgDAF12 agonist – H. glycines DAF-12 receptor agonists, primary screen, cell-based, luminescence, HEK293, GAL4 fusion, UAS-luciferase; HEK293 GAL4-hgDAF12 UAS-luciferase reporter, agonist luminescence; normalized to butyrate control; activation, % at 6.8 µM; Nuclear hormone receptor DAF-12 (Heterodera glycines), GAL4 fusion; 1.8% of 370,000 active; AID 687014, 2013;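 active means activation above a cutoff set at the mean of all screened compounds plus 3 SD, cut at about 10% in these data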;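 further: 0% = DMSO wells and 100% = sodium butyrate wells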
DAX1 inh-2 – DAX1 (NR0B1) inhibitors on StAR promoter, primary screen, cell-based, luminescence, SF-1 (NR5A1), full-length DAX-1 | HEK293T StAR-luciferase reporter, SF-1/DAX-1 repression relief | inhibition, % at 6.8 µM | 1.1% of 370,000 active | AID 652010, 2013;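 active means inhibition above the mean over all tested compounds plus 3 SD, cut at about 3.6% in these data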;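 further: 0% = DAX-1 cells with DMSO and 100% = cells lacking DAX-1 with DMSO; higher inhibition means more luminescence from relief of DAX-1 repression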
Starred values were filed as active, the others as inactive; i = inactive; · = not tested or not shown. Outcome played no part in choosing rows (roughly 6.6% active in at least one column).

SMILES	DAX1 inh-1	SMARCA2 activ	FXN GAA850 act	NPR1 activator	ssDAF12 agonist	hcDAF12 agonist	HGIII-sPLA2 inh	NPR2 activator	ADAM10 inh	hgDAF12 agonist	DAX1 inh-2
C=C(C)[C@@H]1CC=C(CN2CCC(N3CCC(C(=O)N4CCCC4)CC3)CC2)CC1	-1.7	-2	-1.9	3	-2.5	-0.6	-1	-5	6	-1.9	-0.8
COc1ccc(S(=O)(=O)N2CCC(c3nc4ccccc4o3)CC2)c(OC)c1	·	-6	·	-4	-1.4	-2.5	6	-9	2	-0.4	-0.8
COc1ccc(C(C)(O)c2nc(-c3cc(F)cc(F)c3)cs2)cc1 (stereo not given)	·	-3	-1.2	3	-1.3	-1.6	-8	-1	7	-1.7	-0.3
CC1CCN(c2ccc3c(c2)S(=O)(=O)c2cccc(C(=O)O)c2C3=O)CC1	0.3	2	3.0	0	-0.9	-1.7	5	-6	4	1.2	-0.1
CN(CC(=O)Nn1cnnc1)S(=O)(=O)c1ccc(Br)cc1	1.0	3	0.4	2	-1.8	-1.0	1	1	-1	0.5	-0.4
COc1ccc(OC)c(CN2C(=O)c3ccccc3C2C(=O)NCc2cccnc2)c1 (stereo not given)	0.5	1	-1.1	10	-1.4	-1.1	3	-7	-19	2.4	0.1
C[C@H](NS(=O)(=O)c1ccc2c(c1)OCCCO2)C(=O)N1CCN(Cc2ccccc2)CC1	-1.4	-4	-0.7	5	-0.5	-0.1	4	1	-9	-1.6	1.3
CN(C(=O)COC(=O)/C=C/c1ccc2ccccc2n1)c1c(N)n(Cc2ccccc2)c(=O)[nH]c1=O	-1.1	-2	0.5	2	-0.2	1.2	3	3	-17	-1.3	0.2
CCOC(=O)C(NC(=O)CC)(Nc1cc(C)on1)C(F)(F)F (stereo not given)	1.2	-1	-1.1	7	-0.6	0.4	9	3	0	-0.7	-0.4
CC(=O)OCC1OC(Sc2cccc3cccnc23)C(OC(C)=O)C(OC(C)=O)C1OC(C)=O (stereo not given)	-1.6	3	-1.2	0	-0.1	1.9	7	3	-261	-1.4	-1.0
CCc1nnc(NC(=O)C2CCCCC2)s1	1.3	3	4.7	-2	-0.6	1.8	0	1	1	2.1	-0.9
CC(C)(C)C(=O)NC(c1ccccc1)c1c(O)ccc2ccccc12 (stereo not given)	3.1	3	-8.6	-24	-1.1	0.5	-32	-8	-10	-3.1	-0.5
CCCN1CCC(=O)N([C@H](COc2ccccc2)Cc2ccccc2)CC1	0.1	0	-3.0	-5	-1.0	-0.8	-2	-2	-1	-0.9	-0.2
CCc1sc(C(=O)NCc2ccco2)cc1C	-1.3	11*	2.9	-1	-1.1	-1.7	-3	0	7	-1.8	-0.2
Nc1cc(-c2ccccc2)ccc1O	0.6	2	-1.1	1	-1.2	-1.3	2	-2	-19	-3.1	-1.8
Cc1cc(C(=O)N2CCCC(N3CCN(c4cccc(C(F)(F)F)c4)CC3)C2)c(C)o1 (stereo not given)	-0.8	-3	-0.3	1	-1.6	-2.9	-7	2	-7	-3.5	-0.3
N#CCNc1ccc([N+](=O)[O-])cc1C#N	1.6	1	0.3	-1	-1.4	-0.6	7	0	12	-0.1	0.3
C=CCN1CC(=O)N2C(c3ccccc3)c3[nH]c4ccccc4c3C[C@H]2C1=O (stereo not given in full)	0.0	-3	-1.1	-6	0.7	3.5	-7	0	2	-2.0	0.5
CCOCCCn1c(SCC(=O)NCc2ccco2)nc2c(sc3ccccc32)c1=O	-0.3	4	0.2	-3	-1.7	-0.7	-10	2	-1	-3.5	-0.2
Cn1ncc(Cl)c1C(=O)Nc1ccc2c(c1)OCO2	1.3	1	2.1	1	0.0	6.3*	0	-2	-3	3.6	0.8
NC(=O)C1(N2CCCCC2)CCN(C(=O)NC2CCCCC2)CC1	0.1	1	0.6	7	-0.8	-1.7	-2	1	-3	1.9	2.8
Cc1ccc(C(=O)C2COC(=O)C2)cc1 (stereo not given)	-0.2	-2	-3.4	1	-1.3	-1.3	-1	2	3	0.3	0.2
CCOC(=O)NC(NCC(O)c1ccccc1)(C(F)(F)F)C(F)(F)F (stereo not given)	3.2	4	1.4	2	-1.9	0.0	6	6	-1	2.3	0.0
S=C(NCC1CCCO1)N1CCN(c2nc(-c3ccc(Cl)cc3)cs2)CC1 (stereo not given)	-2.9	-5	-1.4	-6	-3.3	-4.3	-18	-4	3	-3.6	-6.1
CCN1CCN(CCNC(=O)c2ccc3nc(-c4cccc(C)c4)c(-c4cccc(C)c4)nc3c2)CC1	0.8	-2	-4.4	-3	-0.7	1.7	-24	2	i	2.0	1.3
Later entries
SMILES	DAX1 inh-1	SMARCA2 activ	FXN GAA850 act	NPR1 activator	ssDAF12 agonist	hcDAF12 agonist	HGIII-sPLA2 inh	NPR2 activator	ADAM10 inh	hgDAF12 agonist	DAX1 inh-2
Cn1ncc2c(=O)[nH]nnc21	1.6	2	-0.3	3	-0.5	-1.2	-5	4	-3	-0.6	-0.3
O=C(NC1CC1)c1ccc(-c2ccccc2)cc1	1.5	8	2.2	9	-0.9	2.5	2	0	2	9.7	2.3
Cc1ccc([C@@H]2CC(=O)[C@@H]3CN(S(=O)(=O)c4ccc(C)cc4)[C@H](c4ccc(Cl)cc4)C[C@@H]3N2S(=O)(=O)c2ccc(C)cc2)cc1	-0.3	-1	-1.9	-1	-0.6	0.0	-3	3	-8	1.7	-1.3
COCCn1nnnc1C(c1ccc(Cl)cc1)N1CCSCC1 (stereo not given)	-0.9	-5	3.1	-9	-1.3	-0.4	4	-3	-6	-0.6	0.0
Cc1cc(Br)cn2c(Cc3cccc(Cl)c3)c(-c3ccco3)nc12	·	2	·	24	-0.9	-0.4	-6	16	-8	-3.9	-2.5
COc1ncnc2c1ncn2CCCNCc1ccccn1	-0.3	-6	0.4	1	-1.4	-0.9	8	2	-15	1.3	-1.3
CCOC(=O)c1ccccc1NC(=O)CSc1ncc(C(=O)OCC)c(N)n1	-0.3	-4	-1.8	2	-1.1	-3.0	-5	0	0	0.4	-0.9
CCNC(=O)c1cc2c(c(-c3cccc(-c4cccc(C(=O)N(C)C)c4)c3)n1)[C@@H](CCO)N(S(=O)C(C)(C)C)C2 (stereo not given in full)	·	-4	·	-4	-0.5	-2.1	-11	-8	-20	-0.2	-0.3
C[C@@H]1COc2cc(N3CC[C@H](O)C3)ccc2S(=O)(=O)N1	·	-2	·	2	-1.0	0.1	14	6	-18	0.1	-1.7
COCCN(C(=O)CCC(=O)Nc1ccccn1)C(C(=O)NC(C)(C)C)c1ccc(OC)cc1 (stereo not given)	0.0	2	0.7	0	-0.2	-0.8	-2	0	8	2.5	0.5
O=C(Nc1ncccn1)C12CC3CC(CC(C3)C1)C2	·	-3	1.1	1	-0.7	1.3	-3	-8	0	2.3	-0.1
COc1ccccc1-c1nc(SCC(=O)Nc2cc(C)on2)c2c(=O)n(C)c(=O)n(C)c2n1	0.0	-1	-0.6	4	-0.8	-0.5	5	-4	-70	-0.8	-0.6
O=C(CN1C(=O)COc2ccc(Cl)cc21)NCC1CCCO1 (stereo not given)	0.7	0	-1.1	2	-1.0	-0.9	-5	7	2	-0.8	0.5
CC(C)NC(=O)C1C(c2ccc(C(F)(F)F)cc2)=Nc2ccccc2N1C(=O)c1ccccc1 (stereo not given)	·	-2	·	3	1.5*	4.0	11	9	-2	6.0	2.9
COC(=O)[C@]12CCCCC=C1N(Cc1ccc3c(c1)OCO3)C(=O)[C@H](CC(=O)NCc1ccccc1)C2	·	-4	·	0	-1.0	0.8	-8	5	2	-0.3	2.1
O=c1cc(-c2ccc(Cl)cc2)[nH][nH]1	-0.9	1	-1.9	-1	-1.2	-1.1	-36	-4	4	1.0	-0.9
COc1ccc(OC)c(NC(=O)c2ccccc2N(C)S(=O)(=O)c2ccc(C)cc2)c1	-1.6	-2	0.9	-8	-1.4	-3.3	2	0	1	-6.3	-0.7
CN1C(=O)C[C@@](C#N)(C(=O)N2CCCC2)[C@H]1c1ccccc1	·	-1	·	4	-0.9	-0.7	-1	12	-3	2.1	-0.2
CCCC(C(=O)N(C)CC(=O)Nc1ccc(N2CCOCC2)cc1)c1ccccc1 (stereo not given)	-0.8	-5	-1.7	0	-0.5	-0.3	0	-2	4	-1.0	0.2

A section from the list above, for reference:
SMILES	DAX1 inh-1	SMARCA2 activ	FXN GAA850 act	NPR1 activator	ssDAF12 agonist	hcDAF12 agonist	HGIII-sPLA2 inh	NPR2 activator	ADAM10 inh	hgDAF12 agonist	DAX1 inh-2
CC(C)(C)C(=O)NC(c1ccccc1)c1c(O)ccc2ccccc12 (stereo not given)	3.1	3	-8.6	-24	-1.1	0.5	-32	-8	-10	-3.1	-0.5
CCCN1CCC(=O)N([C@H](COc2ccccc2)Cc2ccccc2)CC1	0.1	0	-3.0	-5	-1.0	-0.8	-2	-2	-1	-0.9	-0.2
CCc1sc(C(=O)NCc2ccco2)cc1C	-1.3	11*	2.9	-1	-1.1	-1.7	-3	0	7	-1.8	-0.2
Nc1cc(-c2ccccc2)ccc1O	0.6	2	-1.1	1	-1.2	-1.3	2	-2	-19	-3.1	-1.8
Cc1cc(C(=O)N2CCCC(N3CCN(c4cccc(C(F)(F)F)c4)CC3)C2)c(C)o1 (stereo not given)	-0.8	-3	-0.3	1	-1.6	-2.9	-7	2	-7	-3.5	-0.3
N#CCNc1ccc([N+](=O)[O-])cc1C#N	1.6	1	0.3	-1	-1.4	-0.6	7	0	12	-0.1	0.3
C=CCN1CC(=O)N2C(c3ccccc3)c3[nH]c4ccccc4c3C[C@H]2C1=O (stereo not given in full)	0.0	-3	-1.1	-6	0.7	3.5	-7	0	2	-2.0	0.5

Screening data from PubChem BioAssay.
